# Assay outcomes (PubChem BioAssay)
# M4 PAM: potentiates acetylcholine response at human M4 receptor; P08173; actives 0.4% (n = 360,000); AID 624126; CHO-K1 hM4/Gqi5, Fluo-8 calcium fluorescence, ACh EC20; 0% = ACh EC20, 100% = maximal ACh; activation, % at 3 µM;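 active = activation above its plate's cutoff, the mean activation of sample wells plus 3 SD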; also: some results filed as inactive read as strong as hits
# M5 antag: antagonists of human muscarinic M5 receptor (CHRM5); P08912; CHO-hM5 cells, Fluo-8 calcium fluorescence, ACh EC80; inhibition, % at 3 µM; actives 0.59% (n = 360,000); AID 624040;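 active = inhibition above a per-plate cutoff, the mean of that plate's test compounds plus 3 SD, cut at about 27% in these data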;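 also: 0% = acetylcholine EC80 with DMSO and 100% = DMSO without agonist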
# Target sequence (P08912 whole entry, looked up): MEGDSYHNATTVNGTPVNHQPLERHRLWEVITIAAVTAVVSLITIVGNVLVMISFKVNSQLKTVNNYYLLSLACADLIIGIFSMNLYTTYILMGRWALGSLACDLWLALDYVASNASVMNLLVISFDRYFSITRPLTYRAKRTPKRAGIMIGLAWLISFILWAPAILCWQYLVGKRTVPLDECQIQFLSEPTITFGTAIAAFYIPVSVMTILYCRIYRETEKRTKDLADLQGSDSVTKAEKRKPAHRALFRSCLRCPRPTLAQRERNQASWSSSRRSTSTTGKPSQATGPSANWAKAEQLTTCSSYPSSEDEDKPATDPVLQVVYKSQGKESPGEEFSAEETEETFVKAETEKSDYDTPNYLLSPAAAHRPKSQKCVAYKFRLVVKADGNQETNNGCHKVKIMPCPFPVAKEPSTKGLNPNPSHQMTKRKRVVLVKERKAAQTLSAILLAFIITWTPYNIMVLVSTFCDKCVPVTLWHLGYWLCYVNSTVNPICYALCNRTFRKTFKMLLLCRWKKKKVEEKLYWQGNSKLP
# CHRM5 agonist: agonists of human muscarinic M5 receptor (CHRM5). CHO-K1 hM5 cells, Fluo-8 calcium fluorescence; 0% DMSO wells, 100% maximal acetylcholine response. activation, % at 3 µM. actives 0.19% (n = 360,000). AID 624037;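 active = activation above the run's mean over test compounds plus 3 SD, cut at about 23% in these data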;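 also: signal is peak over basal fluorescence ratio across the kinetic read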
# CHRM5 PAM: potentiates acetylcholine response at human M5 receptor; CHO-K1 hM5, Fluo-8 calcium, ACh EC20 PAM; 0% = ACh EC20, 100% = ACh EC100; activation, % at 3 µM; actives 0.3% (n = 360,000);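 active = activation above the run cutoff, the mean activation of all test compounds plus 3 SD, cut at about 18% in these data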
#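 Assay system – human M5 receptor in CHO-K1 cells · Read-out – % activation, ACh-normalized · Technique – Fluo-8 calcium fluorescence · Dosing – single-point, 3 µM nominal · Incubation – Fluo-8 loading 80 min at 37 °C plus 30 min room temperature · Repeats – singlicate, one well per test compound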
# M4 ag: CHRM4 agonism in calcium assay. P08173. CHO-K1 hM4/Gqi5, Fluo-8 calcium fluorescence; vehicle 0%, full acetylcholine response 100%. activation, % at 3 µM. actives 0.14% (n = 360,000). AID 624127;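 active = activation above the run mean over all test wells plus 3 SD, cut at about 32% in these data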;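 also: peak over basal fluorescence ratio per well then scaled between controls; 0% = DMSO wells and 100% = acetylcholine at EC100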
# M1 antag: human CHRM1 antagonism | CHO-K1 hM1, Fluo-8 calcium fluorescence, ACh EC80 antagonist | inhibition, % at 3 µM | actives 1.3% (n = 360,000) | AID 588852;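 active = percent inhibition above its own plate's cutoff, namely the mean of that plate's compound wells plus 3 SD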;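 also: peak over basal fluorescence ratio during 140 s after agonist addition; 0% = ACh EC80 plus DMSO and 100% = DMSO alone without agonist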
# Target sequence (P11229 whole entry, looked up): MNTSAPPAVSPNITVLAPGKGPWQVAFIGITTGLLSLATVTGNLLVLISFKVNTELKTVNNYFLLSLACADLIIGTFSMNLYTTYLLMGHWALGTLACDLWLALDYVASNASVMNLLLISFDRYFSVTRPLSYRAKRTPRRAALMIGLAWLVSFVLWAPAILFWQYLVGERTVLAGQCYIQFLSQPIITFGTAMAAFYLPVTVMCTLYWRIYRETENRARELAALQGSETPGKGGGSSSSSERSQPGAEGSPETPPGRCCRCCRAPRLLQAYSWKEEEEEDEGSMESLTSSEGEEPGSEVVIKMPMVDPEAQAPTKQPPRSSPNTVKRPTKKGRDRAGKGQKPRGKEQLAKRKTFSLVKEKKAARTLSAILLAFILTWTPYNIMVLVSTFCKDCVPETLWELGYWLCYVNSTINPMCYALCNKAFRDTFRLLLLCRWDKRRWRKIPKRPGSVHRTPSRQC
# M4 antag: CHRM4 antagonism in calcium assay. actives 0.73% (n = 360,000). CHO-hM4 cells, ACh EC80, Fluo-8 calcium fluorescence. P08173. inhibition, % at 3 µM;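 active = inhibition above its plate's cutoff, the mean inhibition of sample wells plus 3 SD, cut at about 27% in these data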;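 also: 0% = acetylcholine EC80 with DMSO and 100% = DMSO without agonist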
# CRFR2-BP ag: agonists of human CRF-binding protein/CRF-R2 receptor complex. HEK293 CRF-R2/CRF-BP, calcium dye fluorescence (FLIPR); percent of saturating CRF peptide response. activation, % at 13.2 µM. actives 0.46% (n = 350,000). AID 588473;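 active = activation of at least 50%, plus an integration ratio under a set limit after plate pattern correction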;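 also: plate controls were neutral control wells without compound for no effect and CRF at EC100 for full effect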
# CHRM1 PAM: positive allosteric modulators of human M1 muscarinic receptor; P11229; activation, % at 3 µM; actives 0.088% (n = 360,000); CHO-K1 hM1, Fluo-8 calcium fluorescence, ACh EC20; 0% = ACh EC20, 100% = maximal ACh; in the data active = activation above about 19%, passing the limit was not always enough
# An asterisk follows results filed as active; · = no result given.
SMILES,M4 PAM,M5 antag,CHRM5 agonist,CHRM5 PAM,M4 ag,M1 antag,M4 antag,CRFR2-BP ag,CHRM1 PAM
O=C1CCCC/C=C\C[C@H](CC(=O)N(CCO)Cc2ccccc2)C(=O)N2CCC[C@@H]2CO1,-2.7,10.8,-0.7,-1.3,2.5,3.5,2.4,-2.5,2.5
COc1ccc(C2C(C#N)=C(N)N(c3sc4c(c3C#N)CCCC4)C3=C2C(=O)CC(C)(C)C3)cc1 (centres undefined),-6.6,4.6,-1.3,-4.3,0.5,9.2,23.7,7.3,-0.7
COc1cc(OC)cc(-c2cc3cc4c(cc3cn2)OCO4)c1,4.6,7.4,-6.7,0.9,1.8,1.5,-6.2,2.5,0.5
Cc1c(Br)c([N+](=O)[O-])nn1C(C)C(=O)NCc1cccs1 (centres undefined),-5.3,0.3,-0.3,-6.5,0.2,-1.9,2.8,-2.4,-3.8
CCCc1nnc(NC(=O)CSc2nc3ccccc3[nH]2)s1,-2.3,7.6,1.6,2.1,0.6,-7.9,-3.3,2.0,-3.4
O=C(CCN1CCN(c2ccccc2F)CC1)Nc1ccccc1F,0.0,3.0,-2.4,3.5,0.3,-11.7,7.4,0.2,0.4
Cc1nc2ccn(Cc3ccccc3)c(=O)c2cc1C(=O)N1CCN(c2ccccc2)CC1,13.9*,6.3,-4.1,1.6,0.9,-9.6,-5.5,-1.6,11.9
Cc1cc(C)cc(Nc2c(F)c(F)c(F)c(F)c2C(=O)O)c1,4.5,12.3,0.0,-0.2,-1.9,-12.3,0.6,-1.5,14.8
CC1=Nc2cc(C(=O)NCCN3CCOCC3)ccc2Sc2c(C)ccc(C)c21,-0.4,9.3,-7.1,-5.0,0.1,-0.3,-3.4,-0.8,-6.3
OCCNCCCCSc1ccc(Cl)cc1,2.0,-6.3,-3.4,8.9,2.7,-1.4,1.0,-0.6,5.3
CN(c1ccccc1)S(=O)(=O)c1cccc(NC(=O)c2cc(=O)c3ccccc3o2)c1,-1.5,6.8,0.7,-5.1,2.6,0.8,1.7,-1.1,-8.4
CC1CCCN(C(=O)CNC(=O)c2cccs2)C1 (centres undefined),7.3,1.7,3.8,-0.3,-0.2,-9.5,-5.1,-0.5,6.4
Cc1ccc(C(=O)N/N=C\c2ccc[nH]2)cc1[N+](=O)[O-],3.5,3.2,-3.4,1.6,1.9,0.0,-8.9,-0.7,1.8
O=C(Nc1cccc(C(F)(F)F)c1)C1CCN(S(=O)(=O)c2cnc[nH]2)CC1,-5.6,5.4,-9.6,-10.9,0.1,-4.3,3.4,-1.5,6.3
COc1cc(NC(=O)Nn2cnnc2)cc(OC)c1OC,-3.9,-11.3,-2.0,10.0,1.8,-13.0,-8.4,1.9,13.6

# Record cards, as listed above. Values in the order: M4 PAM	M5 antag	CHRM5 agonist	CHRM5 PAM	M4 ag	M1 antag	M4 antag	CRFR2-BP ag	CHRM1 PAM
# Record of OCCNCCCCSc1ccc(Cl)cc1 : 2.0	-6.3	-3.4	8.9	2.7	-1.4	1.0	-0.6	5.3
# Record of Cc1c(Br)c([N+](=O)[O-])nn1C(C)C(=O)NCc1cccs1 (centres undefined) : -5.3	0.3	-0.3	-6.5	0.2	-1.9	2.8	-2.4	-3.8

# Printed as active in M4 PAM, among the entries above:
SMILES	M4 PAM	M5 antag	CHRM5 agonist	M4 ag	M1 antag	M4 antag	CRFR2-BP ag	CHRM1 PAM
Cc1nc2ccn(Cc3ccccc3)c(=O)c2cc1C(=O)N1CCN(c2ccccc2)CC1	13.9*	6.3	-4.1	0.9	-9.6	-5.5	-1.6	11.9

# (further entries)
SMILES,M4 PAM,M5 antag,CHRM5 agonist,CHRM5 PAM,M4 ag,M1 antag,M4 antag,CRFR2-BP ag,CHRM1 PAM
O=C(COc1ccccc1)N1CCN(c2ccccc2)CC1,-1.5,6.5,-3.0,-2.2,1.0,-2.5,5.1,0.6,4.0
S=C(c1cn(CCOc2ccccc2)c2ccccc12)N1CCCC1,-5.5,3.2,-0.4,-4.4,3.7,-14.0,6.6,2.5,-1.7
O=Nc1ccc(O)c2ncccc12,-2.9,8.9,1.0,0.0,0.2,-13.5,6.9,0.3,9.1
CC1(C)CN=C(N(Cc2ccccc2)C(=O)Nc2ccccc2)S1,-8.9,0.4,-7.3,-2.3,2.6,13.6,6.7,11.0,-20.5
Cc1ccc(S(=O)(=O)N2CCCN(C(C)c3nc4ccccc4c(=O)[nH]3)CC2)cc1 (centres undefined),1.9,1.9,-6.5,-7.5,1.1,5.4,-4.6,-3.5,-10.8
Cc1cccc(C(=O)NCCc2nnc(SCC(=O)Nc3nc(C)cs3)n2C)c1,-2.1,7.7,-1.9,-3.1,0.4,8.3,1.0,-1.8,-6.3
COCCn1c(SCC#N)nnc1-c1ccc(OC)cc1,-5.0,1.8,1.2,6.3,0.8,-17.0,-4.9,0.4,21.7
Clc1ccc(-c2nc(-c3ccccn3)no2)cc1Cl,0.8,-1.3,2.2,-1.9,1.8,1.1,0.7,-0.6,9.8
CC(C)Oc1ccc2ccccc2c1CNC[C@H]1O[C@@H](n2ccc(=O)[nH]c2=O)[C@H](O)[C@@H]1O,9.3,4.5,2.0,2.1,1.4,-29.9,-2.1,·,2.5
C[C@@H]1CN([C@@H](C)CO)S(=O)(=O)c2ccc(Br)cc2O[C@@H]1CN(C)Cc1ccccn1,2.5,0.1,-1.1,6.1,1.9,-7.2,-11.8,-0.9,5.5
COc1ccc(Br)cc1CNC(=O)C1CCCN(S(C)(=O)=O)C1 (centres undefined),0.9,5.1,0.7,-4.0,0.7,0.3,-4.8,-4.5,4.0
O=c1c2ccccc2[nH]c(=S)n1C1CCCCC1,6.7,-3.8,1.4,-0.3,-0.3,-47.3,-1.2,4.2,7.3
COc1ccc(C2=Nc3ccccc3NC(=O)C2N(C(=O)c2ccnc3ccccc23)c2ccccc2)cc1 (centres undefined),2.1,3.8,3.2,-6.0,7.8,-23.4,-6.3,·,6.3
COc1cccc(C(=O)Nc2cc(C)on2)c1OC,-2.1,-12.9,4.8,9.1,0.0,-29.8,-2.5,-0.6,6.6
CCOC(=O)CNC(=O)C(Cc1ccccc1)NS(=O)(=O)c1cccs1 (centres undefined),0.6,-4.6,-6.7,7.9,-0.3,-10.1,-0.6,-1.6,11.5
Oc1ccc(Cl)cc1CNCc1cccc2ccccc12,1.2,8.7,0.9,-1.0,4.8,23.5,13.1,-2.1,-10.7
COc1ccc(-c2cc3ccc(OC(C)C(=O)O)cc3oc2=O)cc1 (centres undefined),3.9,11.7,-5.9,-4.8,0.0,-10.9,-3.9,-1.0,14.3
O=C(/C=C/c1cccs1)c1cc(Cl)ccc1OC(=O)N1CCOCC1,-4.9,6.6,-7.2,-9.7,7.0,-0.8,-9.2,-0.2,2.0
O=C(NC1CCCc2ccccc21)c1cn2ccccc2n1 (centres undefined),-2.0,3.1,-4.0,4.3,1.1,-2.4,3.4,1.4,8.2
COCCNC(=O)CSc1ccccc1C(=O)O,-1.1,13.6,-0.2,-1.4,1.0,-7.7,4.8,0.0,9.2
CCN1CCN(c2cc(C)c3cc(NC(=S)N(C)Cc4ccccc4)ccc3n2)CC1,5.7,1.5,-7.4,-0.3,3.3,-13.3,-0.1,-0.1,6.4
CC(=O)c1cccc(NC(=S)Nc2cccc3ccccc23)c1,2.6,-0.6,-0.6,3.0,2.0,-17.9,-3.0,-0.8,9.2
O=C1c2ccccc2C(=O)N1CCc1c(-c2ccccc2)[nH]c2ccccc12,-8.5,12.3,-1.6,-13.5,5.0,8.6,6.2,0.6,-8.3
O=C(NCCSc1ccc(Br)cc1)c1ccccc1,10.5,1.3,-3.3,-7.2,1.6,1.4,-2.6,-1.5,-1.5
COc1ccc2nc(NC(=O)c3ccc(NC(=O)C4CCCO4)cc3)sc2c1 (centres undefined),-0.3,2.5,2.7,0.1,2.0,-0.1,-1.6,1.9,2.7
COc1cc2c(cc1OC)CN(C(=S)Nc1cccc(Cl)c1C)CC2,-1.2,-3.0,4.1,2.3,4.8,-10.4,13.1,-2.2,12.1
CSc1ccc(C(=S)N2CCN(CCO)CC2)cc1,-6.4,8.1,0.3,-4.0,-0.2,4.0,10.4,-1.1,-4.8
CCOC(=O)[C@]12CCCC=C1N(Cc1ccc(Cl)cc1Cl)C(=O)[C@H](CC(=O)NCCCCc1ccccc1)C2,7.3,5.7,0.1,-4.0,0.6,·,-11.8,·,·
CC(=O)C[C@H](O)CC(=O)[C@@H]1OC(=O)CCCCC/C=C/Cc2ccccc21,10.9,2.5,7.6,-4.7,1.4,0.8,-9.4,-1.2,7.8
C=CCC[C@@H](Cc1ccc(F)cc1)C(=O)OC[C@@H](Cc1c[nH]c2ccccc12)NC(=O)[C@H](CC=C)CC(=O)N[C@H](CO)Cc1ccccc1,6.7,5.9,2.7,1.1,2.7,-1.8,-6.8,-2.2,7.0
COc1ccc(C(C)=O)cc1CN1C(=O)C(C)N(c2ccc(C)cc2)C1=O (centres undefined),-0.3,4.1,-1.9,-5.5,2.0,-4.1,-0.5,-1.4,6.5
O=C(CCc1ccccc1)NNC(=O)c1ccccc1Br,5.8,7.2,-2.4,-3.9,2.4,-5.2,-2.6,0.9,5.7
COc1ccc2oc(C(=O)N3CCN(S(=O)(=O)c4c(C)c(C)cc(C)c4C)CC3)c(C)c2c1,0.3,-3.3,2.4,1.2,-0.7,-5.5,1.5,3.2,4.4
CCOC(=O)N/N=C/c1ccccc1F,-1.7,5.7,-0.8,-6.7,-0.7,-0.7,2.2,-1.7,1.7
COc1ccc(C(=O)NC(=S)NCc2ccc(-c3nc4ccccc4o3)cc2)cc1OC,-0.6,-6.8,3.1,6.9,0.5,-5.8,4.1,-0.7,4.6
Cc1nc2n[nH]c(N)c2c2c1CCCC2,-6.5,-1.1,-17.7,-0.1,0.1,7.9,-1.9,-3.2,-13.9
CC(=O)c1cccc(NC(=O)CCNS(=O)(=O)c2cccc3nsnc23)c1,3.2,7.4,-7.6,-11.4,1.8,3.0,-7.2,0.1,3.0
COc1cccc(N2C(=O)C3NN=C(C(=O)CN4C(=O)c5ccccc5C4=O)C3C2=O)c1 (centres undefined),-2.4,5.3,-3.0,-6.2,5.3,-11.5,2.1,0.1,12.3
O=C(CCCn1c(=O)oc2ccccc21)Nc1ccccc1,5.2,-9.4,-2.1,6.7,0.7,-8.0,-1.6,1.2,1.7
CCOc1ccc(-n2c(-c3ccco3)n[nH]c2=S)cc1,1.6,7.5,-3.6,3.2,-0.2,-13.9,-5.8,-0.7,1.2
COc1ccc(NC(=O)C(C)NS(=O)(=O)c2ccccc2)cc1Cl (centres undefined),-1.5,-2.0,-6.2,4.7,0.6,13.9,11.2,1.6,-3.3
CC(=O)C1C(c2ccccc2OC(F)F)NC(=O)NC1(O)C(F)(F)F (centres undefined),7.6,2.5,1.0,3.7,1.5,-3.0,-5.9,0.0,1.1
CCOC(=O)C1CCN(C(=O)c2ccccc2N(C)S(C)(=O)=O)CC1,11.3,-3.5,-0.8,0.2,0.0,-3.0,-8.5,1.3,11.8
Clc1ccc(CN2C3=NCCCN3c3ccccc32)c(Cl)c1,-7.3,0.5,-0.3,-3.4,1.9,-5.8,16.1,2.8,-3.6
CC(=O)c1cn(CCOc2ccc(F)cc2)c2ccccc12,-8.7,22.8,-2.0,-20.0,13.5,31.0,10.2,-0.6,-16.0
